RPL19A-GFP yeast: modulators of TOR pathway RPL19A-GFP in S. cerevisiae. S. cerevisiae RPL19A-GFP strain, flow cytometry, 3 h; stronger effect = lower value. percent response vs DMSO, % at 10 µM. 330,000 compounds, 0.3% hits;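 active = percent response vs DMSO below 50%; inconclusive = fewer than 70 events counted for the yeast strain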;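 note: median channel GFP fluorescence of the barcoded RPL19A-GFP strain; ratio of sample median GFP to plate DMSO average so 100% = DMSO; lower means less RPL19A-GFP as with rapamycin TOR inhibition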
LAP4-GFP MLPCN: alters LAP4-GFP fluorescence in TOR pathway yeast screen. GFP response vs DMSO, % at 10 µM. 320,000 compounds, 0.34% hits. S. cerevisiae LAP4-GFP multiplex, flow cytometry GFP, 3 h; median GFP as percent of DMSO wells. AID 2023;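 active = GFP response vs DMSO above a set limit, about the screen mean plus 3 SD, cut at about 150% in these data; inconclusive = under 70 cell events counted for the yeast strain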
procasp7 counter: counter-screen for procaspase-3 activators: activators of human procaspase-7; AID 463210; activation, % at 8.5 µM; recombinant procaspase-7, Ac-DEVD-pNA absorbance 405 nm; D23A/D198A/D206A triple mutant, cannot self-cleave; scale: DMSO 0, 5 µM enzyme 100; P55210; 330,000 compounds, 0.093% hits;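 active = percent activation above the screen-wide mean plus 3 SD, cut at about 25% in these data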
Target sequence (P55210 whole entry D23A/D198A/D206A): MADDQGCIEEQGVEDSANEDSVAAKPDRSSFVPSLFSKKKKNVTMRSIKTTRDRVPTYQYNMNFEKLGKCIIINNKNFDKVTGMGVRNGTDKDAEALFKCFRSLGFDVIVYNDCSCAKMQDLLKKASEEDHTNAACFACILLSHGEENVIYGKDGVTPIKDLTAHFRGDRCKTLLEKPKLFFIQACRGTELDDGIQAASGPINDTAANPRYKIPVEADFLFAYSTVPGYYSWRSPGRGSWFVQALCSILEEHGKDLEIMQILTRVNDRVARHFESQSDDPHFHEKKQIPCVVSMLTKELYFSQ
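signal = Epi-absorbance of released pNA at 405 nm, two timepoints | assay system = Uncleavable procaspase-7 mutant enzyme | reagent = Ac-DEVD-pNA substrate, 400 µM as added | times = 1 h enzyme–compound preincubation and 2 h substrate reaction, both 25 °C | benchmarks = low DMSO alone, high DMSO plus 5 µM PC-7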
proCasp3 act: procaspase-3 (human) activation. activation, % at 8.5 µM. recombinant procaspase-3 D3A, Ac-DEVD-pNA absorbance 405 nm. 330,000 compounds, 0.11% hits. AID 463141. P42574;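 active = activation above the mean of all tested compounds plus 3 SD, cut at about 21% in these data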;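 note: 0% = DMSO alone and 100% = DMSO wells spiked with extra 5 µM PC-3 D3A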
Target sequence (P42574 whole entry D9A/D28A/D175A): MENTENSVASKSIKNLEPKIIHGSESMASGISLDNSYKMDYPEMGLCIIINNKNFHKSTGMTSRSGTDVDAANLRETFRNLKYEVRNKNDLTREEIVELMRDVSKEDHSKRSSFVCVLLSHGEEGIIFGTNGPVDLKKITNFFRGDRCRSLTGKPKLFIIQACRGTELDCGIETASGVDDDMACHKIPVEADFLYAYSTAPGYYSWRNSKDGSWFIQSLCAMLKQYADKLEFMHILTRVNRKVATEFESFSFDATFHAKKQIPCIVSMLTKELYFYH
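System: Procaspase-3 D3A mutant. Medium: Zinc-free 300 mM NaCl, 50 mM HEPES, 0.01% Triton X-100. Schedule: 1 h preincubation plus 2 h reaction at 25 °C. Measured by: 405 nm absorbance of p-nitroaniline, reads at 0 and 120 min. Read-out: percent activation relative to control range.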
AHR act: human AHR activation; AHR-responsive luciferase reporter cells, luminescence; AID 2796; 320,000 compounds, 2.5% hits; P35869; activation, % at 5 µM; in the data active = activation above about 47%;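 note: 0% = vehicle wells and 100% = reference agonist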
GASC-1 inh: inhibitors of human GASC-1 (JMJD2C) demethylase | GST-JMJD2C(1-420) H3K9me3 demethylation, DELFIA europium | 330,000 compounds, 0.069% hits | inhibition, % at 2.35 µM | Q9H3R0 | AID 2099;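 active = more than half of a compound's replicate wells show inhibition beyond 50%, single wells judged on their own value; inconclusive = some, but no more than half, of replicates pass 50% inhibition; inactive = no replicate passes 50% inhibition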;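 note: signal counts dimethyl H3K9 product captured on neutravidin plate; 0% = median of DMSO wells and 100% = 0.3 times that DMSO median; strong numbers were not always called active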
MEP2 TOR yeast: alters MEP2-GFP fluorescence in TOR pathway yeast screen | S. cerevisiae MEP2-GFP strain, flow cytometry GFP, 3 h; 100% = DMSO control level | GFP response vs DMSO, % at 10 µM | 330,000 compounds, 0.51% hits | AID 2016;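 active = GFP response versus DMSO above a set limit, roughly screen mean plus 3 SD, cut at about 180% in these data; inconclusive = fewer than 70 cells counted for a yeast strain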;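 note: median GFP fluorescence of the barcode-gated MEP2-GFP cells per well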
CR mimetic SO: caloric restriction mimetics inhibiting age-related superoxide in yeast | superoxide response (% of plate mean), % at 10 µM | 330,000 compounds, 0.18% hits | AID 2690 | S. cerevisiae aged cells, superoxide DHE fluorescence; stronger effect = lower value;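 active = superoxide response under a set limit, about three screen SD below normal, cut at about 65% in these data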;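 note: yeast aged for seven days with compound at 30 °C before DHE staining; 100% = average MFI of all compound-treated wells on the plate with controls excluded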
* hit, by the source's call; ? = inconclusive; . = no result given; [ ] = dose if it differs, or a comment.

#	compound	RPL19A-GFP yeast	LAP4-GFP MLPCN	procasp7 counter	proCasp3 act	AHR act	GASC-1 inh	MEP2 TOR yeast	CR mimetic SO
1	CCOC(=O)c1c(-c2ccccc2)csc1NC(=S)NC	100	99	-12	-11	41	8	103	96
2	O=c1c2c(nc3n1CCCCC3)-c1ccccc1CC21CCCCC1	95	97	1	2	0	4	95	97
3	Cc1c(C(=O)N2CCOCC2)sc2ncn(CC(=O)N3CCC(C)CC3)c(=O)c12	106	114	4	-2	0	9	107	82
4	COCCNC(=O)c1ccc(CS(=O)(=O)c2ccc(C)cc2)o1	103	108	4	-1	0	7	101	86
5	S=C(NCCCc1ccccc1)NC1CCCCC1	102	99	-1	9	2	3	96	119
6	Cc1ccc(C(=O)NCC(=O)NCCCc2ccccc2)cc1	99	89	-2	2	6	2	103	109
7	COc1cc(C(=O)N/N=C/c2cccc(Oc3ccccc3)c2)ccc1O	?	71[may fluoresce red]	.	.	.	-3	100[may fluoresce red]	104
8	O=C(Nc1ccc(C(F)(F)F)cc1)C1CCN(c2cnccn2)CC1	99	93	5	1	-1	13	105	115
9	COC(=O)c1c(NC(=O)CSc2ccccc2N)sc(C)c1C	98	101	2	-2	3	-4	96	115
10	O=[N+]([O-])c1ccc(O)c(/C=N/Nc2ccccc2Cl)c1	101	122	-22	-8	41	-25	108	95
11	CCOC(=O)c1c(NC(=O)CN2C(=O)NC3(CCC(C)CC3)C2=O)sc(C)c1CC (stereo not drawn)	98	113	8	1	2	-5	95	113
12	CN(C(=O)CSc1nnc(-c2ccncc2)n1-c1ccccc1)C1CCS(=O)(=O)C1 (stereo not drawn)	98	104	1	2	1	10	96	104
13	COC(=O)c1ccc(NC(=O)Nc2ccc(F)cc2F)cc1	108	102	7	-2	-2	8	105	89
14	CN(C)S(=O)(=O)c1cccc(COC(=O)c2cnccn2)c1	89	91	11	6	0	-19	86	81
15	CC1=Cc2ccccc2C(C#N)N1C(=O)c1ccccc1 (stereo not drawn)	107	108	-2	1	3	-2	92	91
16	O=C(Nc1nc(-c2ccccn2)cs1)c1ccc(S(=O)(=O)N2CCCCC2)cc1	104	107	7	-2	34	51	118	89
17	COc1ccc(CNC(=O)CCn2cccc2)cc1	96	90	-3	-8	4	5	94	91
18	CC(=O)Nc1ccc(C=NNC(=O)c2ccc(NS(=O)(=O)c3cccs3)cc2)cc1	98	92	-7	6	0	2	107	125
19	COc1ccc(N=Nc2nc3ccc(Br)cc3n2C)cc1	105	125	5	16	3	-21	105	90
20	CCOC(=O)C(Oc1ccc2c(-c3ccc(OC)cc3)cc(=O)oc2c1C)c1ccccc1 (stereo not drawn)	93	98	-11	-3	0	14	95	90
21	COc1ccc(-c2c(C(F)(F)F)nn(C)c2NC(=O)c2cccnc2)cc1	97	105	-1	-19	6	-4	95	77
22	CCc1ccccc1N(CC(=O)O)S(C)(=O)=O	95	96	5	0	0	3	112	97
23	Cc1ccc2[nH]c(C(=O)N3CCN(C=O)CC3)cc2c1	90	80	2	8	4	-11	93	107
24	COc1ccc(Cl)cc1C(=O)NCCS(=O)(=O)N1CCN(c2ccccc2F)CC1	99	105	8	3	0	-15	98	127
25	CCOC(=O)CSc1[nH]c2cc(OC)ccc2c1[N+](=O)[O-]	103	98	5	7	0	87	103	92
26	CCOC(=O)c1cc(CC)sc1NC(=O)c1ccc([N+](=O)[O-])c(N2CCOCC2)c1	106	84	-2	-3	-1	-2	92	104
27	CCOc1ccc(C2=Nn3c(nnc3-c3cccnc3)SC2)cc1	102	107	-2	-8	3	-1	104	103
28	CCOc1ccc(-c2cc(C(=O)NN)[nH]n2)cc1	103	100	3	0	36	5	105	98
29	CC1CCCN(C(=O)CSc2nnc3n(C4CCCC4)c(=O)c4ccccc4n23)C1 (stereo not drawn)	97	99	14	0	0	-7	107	111
30	CCCn1c(SCC(=O)c2ccc3c(c2)NC(=O)CO3)nc2ccccc21	108	84	-4	-1	3	10	104	93

Records 29 through 30, reprinted for reference:
#	compound	RPL19A-GFP yeast	LAP4-GFP MLPCN	procasp7 counter	proCasp3 act	AHR act	GASC-1 inh	MEP2 TOR yeast	CR mimetic SO
29	CC1CCCN(C(=O)CSc2nnc3n(C4CCCC4)c(=O)c4ccccc4n23)C1 (stereo not drawn)	97	99	14	0	0	-7	107	111
30	CCCn1c(SCC(=O)c2ccc3c(c2)NC(=O)CO3)nc2ccccc21	108	84	-4	-1	3	10	104	93

Ordered by formula weight (low to high): part of the list above
#	compound	RPL19A-GFP yeast	LAP4-GFP MLPCN	procasp7 counter	proCasp3 act	AHR act	GASC-1 inh	MEP2 TOR yeast	CR mimetic SO
28	CCOc1ccc(-c2cc(C(=O)NN)[nH]n2)cc1	103	100	3	0	36	5	105	98
17	COc1ccc(CNC(=O)CCn2cccc2)cc1	96	90	-3	-8	4	5	94	91
13	COC(=O)c1ccc(NC(=O)Nc2ccc(F)cc2F)cc1	108	102	7	-2	-2	8	105	89
25	CCOC(=O)CSc1[nH]c2cc(OC)ccc2c1[N+](=O)[O-]	103	98	5	7	0	87	103	92
8	O=C(Nc1ccc(C(F)(F)F)cc1)C1CCN(c2cnccn2)CC1	99	93	5	1	-1	13	105	115
3	Cc1c(C(=O)N2CCOCC2)sc2ncn(CC(=O)N3CCC(C)CC3)c(=O)c12	106	114	4	-2	0	9	107	82

(list continues)
#	compound	RPL19A-GFP yeast	LAP4-GFP MLPCN	procasp7 counter	proCasp3 act	AHR act	GASC-1 inh	MEP2 TOR yeast	CR mimetic SO
31	Cc1ccc(C(=O)N2CCN(c3ccccc3Cl)CC2)cc1[N+](=O)[O-]	92	134	11	7	4	7	107	73
32	COc1ccc(-c2nc3ccccc3c(C(=O)Nc3ccc(S(=O)(=O)Nc4cc(C)on4)cc3)c2C)cc1	101	105	3	-6	5	-1	102	91
33	CC1CCN(C(=O)C2CCN(S(=O)(=O)c3cccs3)CC2)CC1	97	98	1	-5	0	1	100	108
34	CCOc1ccc(NC(=S)NC(=O)/C=C/c2ccc(OC)c(OC)c2)c([N+](=O)[O-])c1	99	103	-11	-4	4	-4	96	121
35	Cc1ccccc1C(=O)NC1CCN(CC(=O)Nc2c(C)cccc2C)CC1	99	103	12	0	1	-1	101	108
36	CN1CCN(C(=O)CNC(=O)C23CC4CC(CC(C4)C2)C3)CC1	98	101	-1	7	1	5	100	115
37	Cc1ccc2c(c1)nnn2C1CCN(C(=O)C2CCCCC2)CC1	98	95	5	5	-1	0	107	89
38	Cc1nc(C)c(C(=O)N2CCCC(C(=O)c3ccc4ccccc4c3)C2)s1 (stereo not drawn)	104	96	8	6	-4	6	97	101
39	CC(C)COCC1CC2(CC(C)C(=O)CC2=O)C(=O)O1 (stereo not drawn)	98	101	-1	8	-2	5	101	91
40	Cc1cccc(C)c1-n1c(SCC(=O)N2CC(=O)Nc3ccccc32)nc2ccccc2c1=O	99	90	4	-2	0	4	102	88
41	CN1CCN(C(CNS(=O)(=O)c2ccc(F)cc2)c2cccnc2)CC1 (stereo not drawn)	89	.	9	9	2	5	88	118
42	CC(C)OC(=O)NC(C)(C)COC(=O)Nc1cccc(Cl)c1	97	101	-2	-2	-1	25	94	133
43	N#C/C(=C\c1ccccc1)C(=O)Nc1cccnc1	93	116	10	4	0	-2	99	76
44	Nc1nnc(SCc2nnc(-c3ccccc3)o2)s1	99	96	12	6	1	12	99	90
45	CC(C)Cn1c(N)c(C(=O)COC(=O)C2CC(=O)N(Cc3ccccc3Cl)C2)c(=O)n(C)c1=O (stereo not drawn)	93	95	0	9	-1	10	92	91
46	C[C@H](NC(=O)OCc1ccccc1)C(=O)NNC(=O)[C@H](C)NC(=O)OCc1ccccc1	99	97	2	0	4	-3	94	99
47	NC(=O)NCCCC(=O)O	102	102	13	7	0	.	105	109
48	Cn1c(=O)oc2cc(S(=O)(=O)N3CCCC(C(=O)NCc4cccs4)C3)ccc21 (stereo not drawn)	109	100	-3	-1	1	5	96	93
49	CCOc1ccccc1NC(=O)CN1C(=O)COc2ccc(C)cc21	104	87	3	-3	2	4	103	107
50	O=C(Nc1cccnc1)OCc1ccccc1	99	92	12	-5	7	3	95	102
51	O=C(CCN1C(=O)c2ccncc2C1=O)Nc1ccc(F)cc1	104	107	1	4	0	2	103	128
52	COc1cccc(COc2ccc3c(C)c(Cc4ccccc4)c(=O)oc3c2)c1	92	.	8	11	-1	-2	88	100
53	O=C(COc1cc(Cl)c(Cl)cc1Cl)N1CCN(c2ccccn2)CC1	101	106	6	2	-1	-19	109	91
54	COc1ccc(OC)c(NC(=O)Cn2c(C)nc3ccccc3c2=O)c1	96	95	-8	5	3	-22	103	116
55	Cn1c2c(c(=O)n(C)c1=O)[C@@H]1c3c(ccc4ccccc34)OC[C@@H]1CO2	107	104	3	-3	4	0	105	88
56	Cc1ccc(N(C(=O)c2snc(C(N)=O)c2N)C(C(=O)NCc2ccccc2)c2ccncc2)c(C)c1 (stereo not drawn)	38*[may fluoresce violet]	58[may fluoresce violet]	2	-4	3	-7	210*[may fluoresce violet]	94
57	COc1ccccc1CCN1CCCC(CN(C)C(=O)CCC(=O)N(C)C)C1 (stereo not drawn)	103	95	-1	-12	-1	-1	107	108
58	CN1CCN(CC(=O)NC2CCCCC2)CC1	101	103	-2	4	2	-6	108	89
59	O=C(NC(=S)Nc1ccc(N2CCCCC2)cc1)c1ccco1	96	98	-16	2	5	-33	95	84
60	CN(C)C(=O)/C(=C\c1cccc(Oc2ccccc2)c1)NC(=O)c1ccccc1	106	93	-1	-2	33	1	96	106

Screening data as filed in PubChem.
